From PubChem BioAssay
MPTP inh – inhibitors of mitochondrial permeability transition pore; inhibition, % at 10 µM; 1.4% of 360,000 active; isolated mouse mitochondria, Ca2+ swelling absorbance, 30 min; AID 602449;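 active = inhibition of 50% or more, scaled per plate between neutral and stimulator controls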;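 also: 0% = DMSO wells given calcium and 100% = 1 mM EGTA wells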
EBI2 block – EBI2 (human) antagonism | EBI2 beta-arrestin recruitment, luminescence, 7a,25-OHC stimulated | inhibition, % at 5 µM | 0.81% of 360,000 active; in the data active = inhibition above about 38%;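 also: enzyme fragment complementation signal reports receptor beta-arrestin coupling in cells; 0% = agonist plus DMSO wells and 100% = wells without agonist; some results beyond the cut were filed as inactive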
Target sequence (P32249 whole entry, looked up, the tested form may be a part): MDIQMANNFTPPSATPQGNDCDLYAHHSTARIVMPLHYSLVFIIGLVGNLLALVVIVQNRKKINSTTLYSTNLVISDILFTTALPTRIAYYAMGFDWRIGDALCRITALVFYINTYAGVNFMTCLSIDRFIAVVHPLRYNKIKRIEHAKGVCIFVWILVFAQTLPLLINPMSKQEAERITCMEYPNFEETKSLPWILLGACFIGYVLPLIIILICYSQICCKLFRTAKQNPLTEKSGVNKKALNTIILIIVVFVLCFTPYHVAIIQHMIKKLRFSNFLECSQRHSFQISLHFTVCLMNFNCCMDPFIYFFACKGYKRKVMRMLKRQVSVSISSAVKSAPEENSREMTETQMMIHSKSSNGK
CXCR6 block – CXCR6 (human) receptor inhibition | 0.36% of 360,000 active | CHO-K1 PathHunter CXCR6 beta-arrestin, luminescence | O00574 | inhibition, % at 20 µM; in the data active = inhibition above about 34%, passing the limit was not always enough;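 also: antagonist mode with CXCL16 agonist at 10 nM final; 0% = 10 nM CXCL16 with DMSO and 100% = unstimulated wells without agonist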
A3A deaminase – inhibitors of human APOBEC3A DNA deaminase; P31941; recombinant A3A, FAM/TAMRA ssDNA deamination fluorescence; inhibition, % at 20 µM; 0.41% of 330,000 active; AID 493011;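 active = at least 40% inhibition at 20 µM here, with at most 30% in a related deaminase screen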;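 also: plate controls were A3A with DMSO for no effect and wells lacking A3A enzyme for full effect; some results filed as inactive read as strong as hits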
Target sequence (P31941 whole entry, looked up): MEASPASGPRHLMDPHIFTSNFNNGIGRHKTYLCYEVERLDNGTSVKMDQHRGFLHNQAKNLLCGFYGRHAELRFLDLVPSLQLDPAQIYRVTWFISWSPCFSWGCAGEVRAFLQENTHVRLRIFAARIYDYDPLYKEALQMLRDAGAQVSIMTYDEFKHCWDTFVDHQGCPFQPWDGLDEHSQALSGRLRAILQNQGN
Gli-Sufu block – antagonists of Gli-Sufu signaling. Sufu-KO-LIGHT fibroblasts, Gli luciferase reporter luminescence. inhibition, % at 5 µM. 0.74% of 340,000 active;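 active = inhibition above about 55%, limit read from the data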;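 also: 0% = DMSO-treated cells and 100% = wells with medium but no cells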
A3G deaminase – APOBEC3G (human) deaminase inhibition | inhibition, % at 20 µM | 0.28% of 330,000 active | recombinant A3G, ssDNA deamination FAM/TAMRA fluorescence | AID 493012;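 active = inhibition of at least 40% at 20 µM, with no more than 30% in the related APOBEC3A deaminase screen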;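 also: plate controls were DMSO wells with A3G for no effect and wells lacking A3G enzyme for full effect; some compounds called inactive have numbers as strong as hits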
Target sequence (Q9HC16 whole entry, looked up): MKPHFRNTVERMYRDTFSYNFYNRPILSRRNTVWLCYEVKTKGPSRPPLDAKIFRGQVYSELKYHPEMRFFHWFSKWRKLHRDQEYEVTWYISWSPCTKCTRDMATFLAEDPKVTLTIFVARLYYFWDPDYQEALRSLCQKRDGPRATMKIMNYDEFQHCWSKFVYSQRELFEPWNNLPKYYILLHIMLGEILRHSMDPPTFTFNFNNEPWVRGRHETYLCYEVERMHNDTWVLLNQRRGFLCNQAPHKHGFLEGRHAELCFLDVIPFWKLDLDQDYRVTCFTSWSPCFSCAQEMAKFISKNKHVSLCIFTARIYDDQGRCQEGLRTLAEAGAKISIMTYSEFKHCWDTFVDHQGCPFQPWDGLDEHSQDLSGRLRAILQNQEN
CCR6 antag – CCR6 (human) receptor antagonism | 0.49% of 340,000 active | CHO-K1 CCR6 PathHunter beta-arrestin, luminescence, CCL20-stimulated | inhibition, % at 20 µM | P51684;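 active = compounds whose inhibition of the agonist-driven luminescence signal at 20 µM reaches about 50%, limit read from the data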;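 also: cells stimulated with CCL20 at 14 nM final; plate controls were DMSO with CCL20 for no effect and DMSO without agonist for full effect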
NR3A LBD binder – modulates the human NR3A ligand-binding domain; Tm shift relative to glycine control, % at 25 µM; 2.5% of 340,000 active; AID 1259313; NR3A LBD differential scanning fluorimetry, Tm shift; 0% = protein alone, 100% = glycine-bound protein;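 active = melting temperature shift of at least 10% of the positive control shift, at one fixed dose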
The depositor's hits bear a star; · = no result given. The order is random. Share with any hit: about 5.8%.

| molecule | MPTP inh | EBI2 block | CXCR6 block | A3A deaminase | Gli-Sufu block | A3G deaminase | CCR6 antag | NR3A LBD binder |
| --- | --- | --- | --- | --- | --- | --- | --- | --- |
| CC(C)C[C@@H](CN1CCCC1CN1C(=S)NC[C@@H]1Cc1ccc(O)cc1)N1C[C@H](Cc2ccc(O)cc2)N(CCc2ccccc2)C1=S (some centres undefined) | 2.3 | 28 | 16 | · | 27 | · | -5 | 24* |
| Cc1c(CN(C)C(=O)c2nn(C)cc2[N+](=O)[O-])cnn1C | -1.3 | -3 | -9 | 1 | -3 | -3 | 12 | 3 |
| Cc1ccc2oc(-c3ccc(NC(=O)CC(C)C)cc3)nc2c1 | 5.6 | 16 | -4 | 1 | -109 | 0 | 7 | -27 |
| C=C(C)C(=O)N1CC2(CC(c3cccc(NC(=O)CC)c3)=NO2)C[C@H]1C(N)=O (some centres undefined) | 1.7 | -16 | -1 | 1 | -4 | 15 | -3 | 0 |
| OCC1(Cc2ccccc2)CCN(Cc2ccccn2)CC1 | 1.0 | -10 | 2 | 0 | 8 | -4 | 0 | 0 |
| O=C(Nc1ccccc1C(=O)Nc1ccccn1)c1ccccc1F | -0.2 | 5 | -2 | -1 | -5 | -5 | 19 | -3 |
| COc1ccc(C(=O)NNC2=CC(=O)CC(C)(C)C2)cc1OC | 0.7 | -4 | -8 | 2 | -7 | -5 | -14 | 0 |
| O=C(Nc1nnc(-c2ccccn2)o1)c1cccc(Cl)c1 | -10 | -5 | 4 | 6 | -3 | 6 | 7 | -4 |
| CC1CCN(C(=O)C2CCN(C(=O)c3cc4sccc4n3Cc3ccc(F)cc3)CC2)CC1 | 4.1 | 5 | 6 | -4 | -1 | -2 | 14 | -1 |
| O=c1cc(N2CCCCCC2)[nH]c(=O)n1-c1ccccc1Cl | -0.5 | -7 | -2 | -2 | -4 | -10 | 8 | -2 |
| Cc1ccc(C)c(N2CCN(c3ccc(N4C(=O)COCC4=O)cc3[N+](=O)[O-])CC2)c1 | -0.8 | 8 | 1 | 0 | 1 | -5 | 13 | -5 |
| COc1cc2ccccc2cc1C(=O)Nc1ccc(N2CCN(C)CC2)cc1 | -0.4 | 3 | 0 | -5 | -25 | -7 | 13 | 1 |
| O=C(Nc1ccc(Cl)c(Cl)c1)c1ccccc1 | 16 | -5 | -4 | 4 | -74 | 8 | -5 | 2 |
| O=C(NCCN1CCOCC1)c1cc(-c2ccc(F)cc2)on1 | -1.2 | -13 | -4 | 4 | 3 | 1 | -6 | 0 |
| OC(COC1CCCCC1)CN1CCN(c2ccccc2)CC1 (centres undefined) | 1.2 | -5 | 0 | 1 | 4 | 3 | -4 | 2 |
| CC/C(=C\c1ccc(Cl)cc1)c1ccncc1 | 0.2 | 6 | -11 | · | -2 | · | 9 | 0 |
| CCc1ccc(S(=O)(=O)N/N=C(/C)c2ccncc2)cc1 | -0.5 | -7 | -18 | -1 | 5 | 0 | -1 | 1 |
| Cc1ccc(SCC(=O)NCc2ccncc2)cc1 | -1.2 | -13 | 1 | 0 | 36 | -8 | 4 | 1 |
| O=C(COC(=O)c1c2c(nc3ccccc13)CCCC2)c1cccs1 | 2.5 | -24 | 8 | 4 | 9 | 9 | 20 | -22 |
| CCOc1cc(C)c(S(=O)(=O)Nc2ccc(Cl)cn2)cc1C | 16 | -5 | 9 | 3 | 1 | -3 | 10 | -19 |
| Cc1ccc(NC(=O)C(NS(=O)(=O)c2cccc3nsnc23)C(C)C)nc1 (centres undefined) | -0.9 | 0 | 4 | 3 | 4 | -1 | -1 | 0 |
| O=C(NC(=O)c1csnn1)Nc1ccccc1Cl | 1.6 | 11 | -1 | -7 | -48 | 2 | 5 | 5 |
| COc1ccc(/C=N/n2c(SC)nnc2-c2ccccc2)cc1C | -3.5 | -3 | 6 | 2 | 8 | -4 | -6 | -3 |
| O=C(NCc1cnc2ccccn12)C1CCC(=O)N(Cc2cccc(F)c2)C1 (centres undefined) | 0.9 | -8 | -12 | 3 | 3 | -4 | -8 | 2 |
| COc1ccc(CNC(=S)Nc2ccccc2)cc1Cl | 1.4 | 6 | -2 | -3 | 0 | -6 | 7 | -4 |

Record cards, from the list above. Order of values: MPTP inh | EBI2 block | CXCR6 block | A3A deaminase | Gli-Sufu block | A3G deaminase | CCR6 antag | NR3A LBD binder
O=C(Nc1nnc(-c2ccccn2)o1)c1cccc(Cl)c1 reads -10 | -5 | 4 | 6 | -3 | 6 | 7 | -4
O=C(Nc1ccccc1C(=O)Nc1ccccn1)c1ccccc1F reads -0.2 | 5 | -2 | -1 | -5 | -5 | 19 | -3
COc1ccc(C(=O)NNC2=CC(=O)CC(C)(C)C2)cc1OC reads 0.7 | -4 | -8 | 2 | -7 | -5 | -14 | 0
OCC1(Cc2ccccc2)CCN(Cc2ccccn2)CC1 reads 1.0 | -10 | 2 | 0 | 8 | -4 | 0 | 0
Cc1ccc2oc(-c3ccc(NC(=O)CC(C)C)cc3)nc2c1 reads 5.6 | 16 | -4 | 1 | -109 | 0 | 7 | -27

The list continues.
| molecule | MPTP inh | EBI2 block | CXCR6 block | A3A deaminase | Gli-Sufu block | A3G deaminase | CCR6 antag | NR3A LBD binder |
| --- | --- | --- | --- | --- | --- | --- | --- | --- |
| CNS(=O)(=O)c1cccc(C(=O)NCC(c2ccco2)N(C)C)c1 (centres undefined) | 0.6 | -4 | 7 | 1 | 22 | -4 | 4 | 0 |
| O=C(O)CCCCCN1C(=O)C(=O)/C(=C(/O)c2ccccc2)C1c1ccccc1 (centres undefined) | 0.1 | -2 | -3 | · | -24 | · | -9 | 1 |
| O=C(Nc1ccccc1C(=O)Nc1cccnc1)c1ccccc1 | 0.9 | -6 | -3 | 1 | 1 | -1 | 4 | 0 |
| COc1cccc(C2C(C(=O)c3ccc(C)o3)=C(O)C(=O)N2CCN2CCOCC2)c1OC (centres undefined) | -0.5 | 6 | 5 | -2 | -2 | -9 | 14 | 3 |
| COCCNC(=O)c1ccc(-c2csc(C)n2)cc1 | 1.4 | -9 | -6 | 2 | -16 | -5 | -3 | 1 |
| CCOC(=O)N1CCC(NC(=O)c2ccc3c(c2)ncn3C2CCCC2)CC1 | -0.9 | -4 | -1 | -7 | -7 | -8 | 2 | 1 |
| COc1ccc([C@H]2[C@H](C(=O)C(C)(C)C)N3N=Cc4ccccc4C3[C@]23N=C(c2ccccc2)OC3=O)cc1OC (some centres undefined) | 0.5 | 8 | 13 | 3 | 13 | 10 | -18 | 4 |
| CCn1nc(C)cc1-c1n[nH]c(=S)n1N | -10 | -9 | -2 | -20 | -4 | 1 | 2 | 1 |
| CCOc1ccccc1NC(=O)C1CCCC1 | -0.7 | -8 | -6 | · | 4 | · | 12 | -1 |
| Cc1ccc(N=Cc2cc3c(cc2[N+](=O)[O-])OCO3)cc1[N+](=O)[O-] | 3.8 | 12 | -16 | 5 | -5 | 10 | 1 | 2 |
| Cc1nnc(NC(=O)CCC(=O)NCc2cccs2)s1 | -0.8 | -15 | 0 | -4 | -4 | -7 | -7 | -2 |
| Nc1cc(S(=O)(=O)N2CCOCC2)ccc1Oc1ccc(F)cc1 | 2.1 | 5 | -13 | -1 | -4 | -12 | 9 | -5 |
| COc1cccc(C(=O)NC(=S)Nc2ccc3c4c(cccc24)CC3)c1 | 0.6 | 5 | 12 | -2 | 3 | -6 | 37 | -15 |
| Cc1cc(C)cc(NC(N)=S)c1 | -0.2 | -6 | -11 | -5 | 10 | -10 | -9 | 0 |
| CCOC(=O)C1(C(F)(F)F)N=C(c2ccccc2F)OC(N(C)C)=N1 (centres undefined) | -0.4 | -16 | 1 | 3 | 1 | -6 | 13 | 1 |
| Cc1cc(C)n2nc(-c3cccnc3)nc2n1 | -3.0 | 2 | -20 | -3 | 2 | -5 | 6 | 2 |
| Cc1ccccc1NC(=O)CSc1nc2c(c(-c3ccco3)c1C#N)CCCC2 | 1.2 | -15 | 2 | -1 | 7 | -6 | 4 | -3 |
| CCOC(=O)CNc1c(-c2ccc(F)cc2)nc2cnccn12 | -0.7 | -4 | -7 | -2 | -1 | 1 | 22 | 1 |
| CN1CCN(C(=O)/C(=C\c2cccs2)NC(=O)c2cccs2)CC1 | -0.7 | -5 | 0 | 7 | -1 | -4 | 2 | -3 |
| O=C(c1ccc(Cl)cc1)N1CCC(O)(CSc2ccc(Cl)cc2)CC1 | 0.5 | 69* | -8 | -3 | 1 | -4 | 7 | -17 |
| NC(=O)N/N=C/c1ccccc1OCc1cccc2ccccc12 | -0.4 | 8 | -10 | -1 | 6 | -10 | -2 | -1 |
| CC(C)[C@H](NS(=O)(=O)c1ccc2c(c1)OCCO2)C(=O)OCC(=O)Nc1cc(Cl)ccc1Cl | 1.5 | -3 | -11 | 4 | 6 | 0 | -12 | -4 |
| CCc1ccc2[nH]c3nc(N/N=C/c4cccc(O)c4)nnc3c2c1 | 1.4 | -8 | 1 | 3 | 29 | 30 | 2 | 18* |
| CCOC(=O)N1CCN(C(=O)/C=C/c2ccc(C(C)(C)C)cc2)CC1 | -0.2 | 62* | -4 | 3 | 43 | 7 | 11 | -2 |
| O=C(NCCCNc1ccnc2cc(Cl)ccc12)c1ccccc1F | 0.0 | 1 | -2 | 1 | 4 | -4 | 6 | -13 |
| CNC(=O)CN(c1cc([N+](=O)[O-])ccc1OC)S(C)(=O)=O | -0.6 | -7 | 1 | -6 | -5 | -10 | 5 | -4 |
| CC(C)(C)C(=O)Nc1ccc(N2CCCC2)cc1 | -0.2 | -21 | -4 | -3 | 1 | -4 | -12 | 0 |
| CN(C)CC(C)(C)CNC(=O)c1cc(Br)cc(Br)c1O | -1.3 | 0 | 4 | -1 | 0 | -6 | 6 | -1 |
| COc1ccc([N+](=O)[O-])cc1N(CC(O)CN1CCOCC1)S(=O)(=O)c1ccccc1 (centres undefined) | 0.9 | 0 | -7 | 1 | 17 | -6 | -3 | -4 |
| CCc1nc2ccccc2c(C(=O)NCc2ccc(OC)cc2)c1C | -2.5 | -6 | 2 | -4 | -8 | -17 | -1 | 1 |
| COc1cc(OC)c(C(=O)CCCN2CCCC2)c(OC)c1 | -1.7 | -3 | -4 | 0 | -1 | -5 | 1 | -3 |
| Cc1nn(Cc2ccc(F)cc2)c(C)c1NC(=O)c1cnn2c1NC(c1cccs1)CC2C(F)(F)F (centres undefined) | -0.8 | 37* | 7 | 1 | -2 | -8 | -2 | 2 |
| Cc1cc(C(=O)Nc2ccc3ccccc3c2)c(C)o1 | -1.3 | 4 | 0 | -2 | -68 | -8 | -3 | 7 |
| Cc1ccn2cc(CCNC(=O)Cc3cccs3)nc2c1 | -0.4 | -3 | 0 | 2 | 4 | -3 | 11 | -1 |
| COc1cccc(-c2nc(-c3ccccc3)[nH]c(=O)c2C#N)c1 | 9.4 | 2 | 3 | -4 | 5 | -5 | 2 | -11 |
| CCOC(=O)c1ccc(NC(=O)Cc2cccs2)cc1 | 0.0 | 2 | 4 | -3 | -48 | 0 | 14 | 1 |
| Cc1nc2cc(N)ccc2n1-c1ccccc1 | -1.1 | -9 | -4 | 5 | 1 | -7 | 13 | 0 |
| Cc1cccc(C)c1NC(=O)Cn1cnc2c(=O)n(C)c(=O)n(C)c21 | 2.2 | -14 | -1 | 2 | 2 | 2 | -6 | 1 |
| O=S(=O)(c1ccc(F)cc1)N1CCN(C(=S)NCC2CCCO2)CC1 (centres undefined) | 0.0 | -5 | -2 | -4 | -1 | -13 | 5 | 1 |
